Epigenetic reg – Quantitative High-Throughput Screen for Regulators of Epigenetic Control; murine LDR cells, GFP reporter derepression, 30 h; Potency, µM (top dose mostly 53.9 µM), inactives show at the highest dose GFP activation, usual class: activators; 280,000 tested, 0.2% active; AID 1865, 2009; active = well fitted activation curve with a large enough effect; inconclusive = small, poorly fitted or top-dose-only effect; also: % of control where 0% means no effect; nearly all actives have a fitted effect of over 60% in size
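Readout is the number of GFP-expressing murine LDR cells, counted by cytometry following washing. Cells were treated with compound for 30 h at 37 C; the stably integrated CMV-GFP locus is normally silent.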
LMNA splice mod – qHTS Assay for Modulators of Lamin A Splicing | HeLa LMNA splicing GFP/RFP minigene ratio, 48 h | Potency, µM (series often up to 46.1 µM), for the others: at the highest dose ratio change, negative = inhibition, most hits filed as inhibitors | 200,000 tested, 0.01% active; active = well fitted inhibition curve with a large enough effect in the signal ratio, with a control signal flat, not every such curve was filed as active; inconclusive = small, poorly fitted or top-dose-only effect, or effect the other way, or a change in a side signal; the % refers to the signal ratio; also: % is scaled to controls: 0 for no effect and ±100 for the full control effect
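S3 HeLa stable clones carrying a lamin A-EGFP splicing minigene plus DsRed2 were seeded at 600 cells/well in Opti-MEM with 2% FBS, pin-dosed and incubated 48 h at 37°C. Acumen cytometry (488 nm) gave the GFP/RFP total-intensity ratio.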
Starred values were filed as active, the others as inactive; ? = inconclusive; [ ] = another dose, or the depositor's remark. Potency is read from the fitted curve at half-maximal effect. Some of the compounds tested; count on the stated rates, not on these rows.

Every second line gives: LMNA splice mod	Epigenetic reg
> CCOC(=O)c1ccc(NC(=O)C(CC)Sc2nc3ncccc3[nH]2)cc1 (stereo unspecified)
→ 0%[46 µM]	1.2%
> CCN(CC)c1ccc(C(=O)NCc2ccc3c(c2)CCN3C(=O)c2cccc(C)c2)cc1
→ 9%[46 µM]	0.0%
> Cc1ccc2nc(COc3ccccc3NC(=O)Nc3ccc(F)c(Cl)c3)cc(=O)n2c1
→ ?	?
> CCCCC(CC)CNC(=O)Cc1ccc(-n2c(=O)[nH]c3ccccc3c2=O)cc1 (stereo unspecified)
→ 9%[46 µM]	-1.3%
> CCCCOc1ccc(C(=O)NCCS(=O)(=O)N2CCN(c3ccc(F)cc3)CC2)cc1
→ 12%[46 µM]	-1.7%
> Fc1ccc(-c2noc3ncnc(NC4CCCCC4)c23)cc1
→ 0%[46 µM]	0.0%
> CCOC(=O)C1CCCN(C(=O)c2ccccc2NC(=O)c2nsc3ccccc23)C1 (stereo unspecified)
→ -12%[46 µM]	4.5%
> COc1ccc(N(C)C(=O)c2cc(S(=O)(=O)N3CCc4ccccc43)cn2C)c(OC)c1
→ ?	2.8%
> O=C(NC1CC(=O)N(c2ccc(F)cc2)C1)c1cc2ccccc2o1 (stereo unspecified)
→ 3%[46 µM]	-1.8%
> Cc1ccccc1C(=O)NCCc1sc(-c2ccc(Cl)cc2)nc1C
→ 7%[46 µM]	5.1%

Later entries.
Every second line gives: LMNA splice mod	Epigenetic reg
> COc1ccc(CCNC(=O)c2c3c(nc4ccccc24)C(=O)N(C2CCCCC2)C3)cc1OC
→ -18%[46 µM]	0.0%
> CCOc1ccc(CCNC(=O)c2cn(-c3ccc(OC)cc3)c(=O)c3ccccc23)cc1OCC
→ -13%[46 µM]	0.8%
> Cc1nn2c(=O)cc(COC(=O)Cc3ccccc3)nc2s1
→ ?	0.0%
> Cc1cc(C)n(CC(=O)Nc2ccc(F)c(F)c2)c(=O)c1C#N
→ -12%[46 µM]	-1.7%
> O=C(NCCc1ccc(Cl)cc1)C(=O)NCC(c1ccc2c(c1)OCO2)N1CCOCC1 (stereo unspecified)
→ -8%[46 µM]	2.8%
> Cc1ccc(N(C)C(=O)C2CCN(S(=O)(=O)c3ccc4c(c3)CCCN4C(=O)C3CCC3)CC2)cc1
→ 28%[46 µM]	0.8%
> NC(=O)C1CCN(C(=O)c2cccc(NC(=O)c3nsc4ccccc34)c2)CC1
→ ?	0.0%
> CCOc1ccc(S(=O)(=O)n2nc(C)c(S(=O)(=O)N3CCCCCC3)c2C)cc1
→ -12%[46 µM]	-0.9%
> Cc1cc(C)c(NC(=O)Cn2c(SCC(=O)NCc3ccccc3)nc3ccccc32)c(C)c1
→ ?	-4.0%
> CCOC(=O)c1cc(-c2ccccc2)n(CCC(=O)NCCc2cccc(C)c2)c1C
→ -18%[46 µM]	-0.2%

(continued)
Every second line gives: LMNA splice mod	Epigenetic reg
> Cc1nn(C)c2c1c(C(F)(F)F)cc(=O)n2Cc1cccc(Br)c1
→ ?	0.0%
> CCn1cc(S(=O)(=O)c2ccc(OC)cc2)c(=O)c2cc(F)c(N3CCCCCC3)cc21
→ 11%[46 µM]	0.0%
> COc1ccccc1CNC(=O)C(=O)NCC(c1ccco1)S(=O)(=O)c1cccs1 (stereo unspecified)
→ -13%[46 µM]	0.5%
> CC1CCCCN1S(=O)(=O)c1cc2c(=O)nc3ccccn3c2cc1Cl (stereo unspecified)
→ -3%[46 µM]	0.8%
> CCOC(=O)c1cc(-c2ccc(F)cc2)n(CCC(=O)NC2CCC(C)CC2)c1C (stereo unspecified)
→ -4%[46 µM]	-1.1%
> CC(C)(C)NC(=O)c1cnn(-c2ccccc2)c1C1CCN(C(=O)OC(C)(C)C)CC1
→ 0%[46 µM]	-0.4%
> COc1cccc(NS(=O)(=O)c2ccc3[nH]cc(C(=O)N(C)C4CCCCC4)c(=O)c3c2)c1
→ -3%[46 µM]	0.0%
> COc1ccc(-c2cn3c(n2)sc2cc(C(=O)Nc4ccc(F)cc4)ccc23)cc1
→ 12%[46 µM]	0.0%
> CCOC(=O)N1CCc2c(sc(NCc3sccc3C)c2C(=O)Nc2ccc(OC)cc2OC)C1
→ -12%[46 µM]	0.0%
> COc1ccc(C)cc1NC(=O)CN1C(=O)CCc2cc(S(=O)(=O)N3CCOCC3)ccc21
→ 3%[46 µM]	5.2%

Next structures:
Every second line gives: LMNA splice mod	Epigenetic reg
> CC(=O)c1cccc(NC(=O)c2nc(-c3ccc(C)cc3)n3c2CCCCC3)c1
→ 6%[46 µM]	1.1%
> Cn1cc(S(=O)(=O)c2cccc(Cl)c2)c(=O)c2cc(F)c(N3CCN(c4ccccc4)CC3)cc21
→ 12%[46 µM]	0.0%
> CCOc1ccc(C(=O)Nc2ccc3nc(SCC(=O)N(C)c4ccccc4)sc3c2)cc1
→ ?	-2.4%
> CCc1ccccc1NC(=O)C1CCN(S(=O)(=O)c2cn(C)cn2)CC1
→ 17%[46 µM]	0.8%
> Cc1ccc(Cn2ccn(Cc3cccc(C(F)(F)F)c3)c(=O)c2=O)cc1
→ 6%[46 µM]	0.0%
> Cc1ccccc1CSc1nc2c([nH]c3ccccc32)c(=O)n1C
→ -3%[46 µM]	3.8%
> COc1cccc(-n2c(=O)c3c(C)c(C(=O)N(C)C)sc3n(Cc3ccc(F)cc3Cl)c2=O)c1
→ 18%[46 µM]	-1.3%
> COc1ccc(NC(=O)C2=C(C)Nc3ncnn3C2c2ccc[nH]2)cc1 (stereo unspecified)
→ ?	0.0%
> CCN(CCCNC(=O)Cn1ncc2c([nH]c3ccc(C)cc32)c1=O)c1cccc(C)c1
→ ?	-1.3%
> COc1ccc(NC(=O)Cn2nc(C)c3nn(-c4ccc(Cl)cc4)c(C)c3c2=O)cc1
→ -2%[46 µM]	-4.0%

Going on with the list:
Every second line gives: LMNA splice mod	Epigenetic reg
> CCOC(=O)Cn1c(=O)n(-c2cccc(Cl)c2)c2nc(-c3ccccc3Cl)nc(C(N)=O)c21
→ -10%[46 µM]	1.7%
> Cc1ccc(-n2ccn(CC(=O)NCCc3ccccc3)c(=O)c2=O)cc1C
→ 14%[46 µM]	5.6%
> Cc1ccc2nc(CN3CCN(S(=O)(=O)c4ccccc4)CC3)oc2c1
→ -11%[46 µM]	-4.5%
> Cc1cccc(CNS(=O)(=O)c2ccc(-c3coc(C)n3)cc2)c1
→ 4%[46 µM]	0.0%
> CCc1ccc(CNC(=O)c2cnc(N3CCCCC3)c3ccccc23)cc1
→ -12%[46 µM]	0.0%
> O=C(Cn1cnc2c(nc3n2CCCCC3)c1=O)Nc1ccc(F)c(Cl)c1
→ -16%[46 µM]	6.2%
> Cc1ccccc1C(=O)OCc1cc(=O)n2nc(C(C)C)sc2n1
→ -5%[46 µM]	1.1%
> CCc1ccc(-n2nc(C)c3c(C)cc(=O)n(CC(=O)Nc4cc(Cl)ccc4OC)c32)cc1
→ ?	1.1%
> O=C(Cn1cnc2c(oc3ccccc32)c1=O)Nc1ccccc1C(F)(F)F
→ ?	0.0%
> Cc1ccc(OCC(=O)N(Cc2nc(-c3ccccc3)no2)C(C)C)cc1C
→ 5%[46 µM]	-1.1%

Next part
Every second line gives: LMNA splice mod	Epigenetic reg
> Cc1cccc(-c2nc(CCNC(=O)c3ccco3)cs2)c1
→ -22%[46 µM]	0.0%
> O=C(CSc1n[nH]c(-c2ccc(F)cc2)n1)NCc1ccccc1Cl
→ -8%[46 µM]	3.8%
> COc1cccc(-n2c(SCC(=O)c3ccccc3)nc3c([nH]c4ccccc43)c2=O)c1
→ ?	?
> O=C(c1ccc2c(c1)N(Cc1cccc(Cl)c1)C(=O)c1ccccc1S2(=O)=O)N1CCCCCC1
→ ?	-0.2%
> CCc1cccc(C)c1NC(=O)c1cc(S(=O)(=O)N2CCCCCC2)cn1C
→ 2%[46 µM]	1.1%
> COc1ccc(C(=O)Nc2nnc(S(=O)(=O)N3CCN(c4ccc(C)cc4)CC3)s2)cc1
→ 7%[46 µM]	1.1%
> COc1ccc(NC(=O)CN2C(=O)C3(SCC(=O)N3c3ccccc3)c3ccccc32)cc1Cl (stereo unspecified)
→ -7%[46 µM]	-1.3%
> COc1cccc(CNC(=O)c2ccc3c(c2)sc2nc(-c4cccc(OC)c4)cn23)c1
→ 23%[46 µM]	0.0%
> COc1cc(NC(=O)NC(C)c2c(-n3cccc3)sc3c2CCN(C)C3)cc(OC)c1 (stereo unspecified)
→ -5%[46 µM]	-1.1%
> COc1cccc(CNS(=O)(=O)c2cnc(N)nc2)c1
→ 11%[46 µM]	0.8%

Molecules from the list above containing an aryl thioether with sulfur outside any ring:
Every second line gives: LMNA splice mod	Epigenetic reg
> CCOC(=O)c1ccc(NC(=O)C(CC)Sc2nc3ncccc3[nH]2)cc1 (stereo unspecified)
→ 0%[46 µM]	1.2%
> Cc1cc(C)c(NC(=O)Cn2c(SCC(=O)NCc3ccccc3)nc3ccccc32)c(C)c1
→ ?	-4.0%
> CCOc1ccc(C(=O)Nc2ccc3nc(SCC(=O)N(C)c4ccccc4)sc3c2)cc1
→ ?	-2.4%
> Cc1ccccc1CSc1nc2c([nH]c3ccccc32)c(=O)n1C
→ -3%[46 µM]	3.8%
> O=C(CSc1n[nH]c(-c2ccc(F)cc2)n1)NCc1ccccc1Cl
→ -8%[46 µM]	3.8%
> COc1cccc(-n2c(SCC(=O)c3ccccc3)nc3c([nH]c4ccccc43)c2=O)c1
→ ?	?

The list continues:
Every second line gives: LMNA splice mod	Epigenetic reg
> COc1ccc(CNC(=O)C2(c3cccs3)CCOCC2)cc1
→ 25%[46 µM]	2.5%
> CC(=O)c1ccc(NC(=O)CSc2c(C(C)C)cnc3c2c(=O)n(C)c(=O)n3C)cc1
→ -3%[46 µM]	11%
> COc1cccc(CSc2nc3ccccc3c3nc(CCn4c(C)nc5ccccc54)nn23)c1
→ 3%[46 µM]	0.0%
> Cc1ccc2nc(COc3cccc(NC(=O)c4cccc(Cl)c4)c3)cc(=O)n2c1
→ -6%[46 µM]	10%
> COc1ccc(-c2ccc(NS(=O)(=O)c3cc(C)c(C)cc3C)cc2)nn1
→ -22%[46 µM]	-1.7%
> COc1cccc(CNC(=O)CN2C(=O)CCn3nc(-c4cn(C)c5ccccc45)cc32)c1OC
→ -6%[46 µM]	4.2%
> CC(C)(C)C(=O)Nc1ccc2nc(SCC(=O)N3CCOCC3)sc2c1
→ 2%[46 µM]	-0.8%
> CCN1CCN(C(c2ccc(C)cc2)c2c(O)cc(C)n(Cc3ccco3)c2=O)CC1 (stereo unspecified)
→ -14%[46 µM]	-1.0%
> CCc1nc(SC)ncc1C(=O)N1CCN(c2cc(C)ccc2C)CC1
→ -5%[46 µM]	-1.2%
> O=C(CSc1nc2c([nH]c3ccccc32)c(=O)n1-c1ccccc1)NCc1ccc(F)cc1
→ 6%[46 µM]	3.8%

Next part:
Every second line gives: LMNA splice mod	Epigenetic reg
> COc1cc(C(=O)Nc2cc(C)ccc2OCc2cc(=O)n3cc(C)sc3n2)cc(OC)c1OC
→ 5%[46 µM]	-1.5%
> O=C(CSc1nccn1Cc1ccc(F)cc1)Nc1ccc2c(c1)OCO2
→ -8%[46 µM]	0.0%
> COc1ccc(CNC(=O)CN2C(=O)CCn3nc(-c4ccccc4)cc32)c(OC)c1
→ 14%[46 µM]	-1.3%
> O=C(Nc1ccc(-c2cn3cccnc3n2)cc1)c1ccccc1F
→ 13%[46 µM]	1.4%
> COC(=O)c1c(NC(=O)c2cc3nc(-c4ccc(OC)cc4)cc(C(F)(F)F)n3n2)sc2c1CCCC2
→ 25%[46 µM]	7.3%
> CCOC(=O)c1ccc(NC(=O)c2c(NCc3cc(OC)ccc3OC)sc3c2CCC3)cc1
→ ?	-1.1%
> O=C(CCC(=O)N1CC2CCCN2c2ccccc21)NCc1ccccc1 (stereo unspecified)
→ ?	2.9%
> CCOc1ccc(OCC(=O)NCCS(=O)(=O)N2CCN(c3ccccc3F)CC2)cc1
→ 6%[46 µM]	-0.9%
> COc1ccc(C(=O)Nc2nc3ccc(S(=O)(=O)N4CCCC4)cc3s2)cc1
→ 0%[46 µM]	1.4%
> O=C(NC1CCCC1)c1ccc2c(c1)N(Cc1ccccc1)C(=O)c1ccccc1S2
→ -1%[46 µM]	0.8%

Additional entries follow.
Every second line gives: LMNA splice mod	Epigenetic reg
> Cc1ccc(C)c(NC(=O)Cn2nnc(C(=O)NCc3ccco3)c2N)c1
→ ?	3.8%
> CC(C)CC1N=C2c3ccccc3N=C(SCC(=O)NCCc3ccc(Cl)cc3)N2C1=O (stereo unspecified)
→ -5%[46 µM]	-3.8%
> Cn1cnc(S(=O)(=O)N2CCCC(C(=O)Nc3ccc(OC(F)(F)F)cc3)C2)c1 (stereo unspecified)
→ 5%[46 µM]	2.5%
> CCNC(=O)c1cnc2c(-c3ccccc3)c(C)nn2c1C
→ -3%[46 µM]	1.5%
> CCC1CCCCN1C(=O)Cn1c(=O)n(-c2ccccc2C(F)(F)F)c(=O)c2c(C)c(C(=O)N(C)C)sc21 (stereo unspecified)
→ 12%[46 µM]	-1.3%
> CC1CCN(S(=O)(=O)c2ccc3c(ccc(=O)n3CC(=O)NCc3ccccc3Cl)c2)CC1
→ ?	1.4%
> Cc1ccc(CNC(=O)C(=O)NCC(c2cccs2)S(=O)(=O)c2ccccc2)cc1 (stereo unspecified)
→ ?	1.4%
> CCCSc1nc(=O)c2c(n1C)NC(=O)CC2c1cccc(F)c1F (stereo unspecified)
→ ?	5.7%
> COc1ccccc1NC(=O)CSc1ncc(CO)n1Cc1ccc(F)cc1
→ 5%[46 µM]	2.5%
